High-throughput results deposited in PubChem by The Scripps Research Institute Molecular Screening Center.
ARFGAP1 inh – inhibitors of rat ARFGAP1 GAP activity, primary screen, biochemical, fluorescence polarization, GDP tracer; ADP-ribosylation factor GTPase-activating protein 1 (Rattus norvegicus), Q62848; Arfgap1-stimulated ARF1 GTP hydrolysis, GDP FP detection; inhibition, % at 16.5 µM; 360,000 compounds, 0.26% hits; AID 651572, 2012;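 active means inhibition above a per-plate limit, mean inhibition of low control wells plus 3 SD, cut at about 25% in these data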;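 further: 0% = DMSO wells with enzyme and 100% = wells lacking Arfgap1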
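Material: rat Arfgap1 catalytic domain, aa 1-136; also added: human ARF1(Δ1-17)-GTP substrate; compound dosing: one concentration, 16.5 µM, DMSO 1.26%; incubation: GTP hydrolysis reaction 2 h at 25 °C; measured by: Tracer-displacement fluorescence polarization with EDTA stop, 620/688 nm; evaluation: % inhibition from polarization; repeats: one replicate per compound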
Tn6 DDE FP – inhibitors of Tn6 peptide binding to fibrin DD(E), primary screen, biochemical, fluorescence polarization, human fibrin, Tn6 probe. Fibrinogen beta chain (Homo sapiens), P02675. Fibrin DD(E) TRITC-Tn6 fluorescence polarization displacement. inhibition, % at 8.3 µM. 370,000 compounds, 0.21% hits. AID 720509, 2013;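 active means inhibition above a per-campaign cutoff: mean of compounds within control limits plus 3 SD, cut at about 15% in these data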;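 further: 0% = median of all compound wells on the plate and 100% = blocking peptide control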
Target sequence (P02675 whole entry, looked up): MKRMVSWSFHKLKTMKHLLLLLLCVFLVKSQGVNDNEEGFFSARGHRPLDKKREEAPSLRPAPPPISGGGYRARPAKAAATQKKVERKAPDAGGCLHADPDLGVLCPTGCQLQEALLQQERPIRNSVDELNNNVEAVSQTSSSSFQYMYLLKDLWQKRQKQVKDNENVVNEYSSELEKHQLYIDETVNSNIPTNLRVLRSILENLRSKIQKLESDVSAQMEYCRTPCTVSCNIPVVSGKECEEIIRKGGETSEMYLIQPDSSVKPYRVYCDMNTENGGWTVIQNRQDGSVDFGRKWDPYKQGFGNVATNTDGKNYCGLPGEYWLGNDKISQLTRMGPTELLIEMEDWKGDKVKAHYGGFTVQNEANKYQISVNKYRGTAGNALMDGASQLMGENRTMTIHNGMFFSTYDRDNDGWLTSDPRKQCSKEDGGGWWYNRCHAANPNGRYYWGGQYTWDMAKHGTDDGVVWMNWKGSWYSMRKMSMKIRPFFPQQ
KLK7 zymogen act – proKLK7 zymogen activators, primary screen, biochemical, fluorescence intensity | Kallikrein-7 (Homo sapiens), P49862 | purified proKLK7, EDANS-DABCYL substrate fluorescence; 100% is mature enzyme control, 0% vehicle | activation, % at 7 µM | 370,000 compounds, 0.9% hits | AID 652039, 2013;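 active means activation above the mean of all tested compounds plus 3 SD, computed per campaign excluding outliers beyond control limits, cut at about 13% in these data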
TDP2 absorb – human TDP2 enzyme inhibitors, primary screen, biochemical, epi absorbance, recombinant enzyme; T5PNP hydrolysis, p-nitrophenol absorbance 415 nm; Tyrosyl-DNA phosphodiesterase 2 (Homo sapiens), O95551; AID 720702, 2013; inhibition, % at 12.8 µM; 370,000 compounds, 0.34% hits;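 active means inhibition above the mean of all tested compounds plus 3 SD, set per campaign, cut at about 25% in these data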;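 further: 0% = DMSO with enzyme and 100% = buffer with substrate but no TDP2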
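test system = human TDP2 enzyme | input = TDP2 enzyme at 120 nM final | medium = 50 mM Tris-HCl pH 7.5 with Mg2+, KCl, DTT, BSA | also added = T5PNP substrate, 5 mM | times = 2 h at 37 °C | technique = epi absorbance | benchmarks = high control without enzyme, low control DMSO plus TDP2 | replication = each compound tested once, singlicate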
ADAM10 inh – human ADAM10 inhibitors, primary screen, biochemical, QFRET, HTS | inhibition, % at 7 µM | recombinant ADAM10, EDANS/DABCYL FRET peptide cleavage, 3 h | Disintegrin and metalloproteinase domain-containing protein 10 (Homo sapiens), O14672 | AID 720582, 2013 | 370,000 compounds, 0.62% hits;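 active means inhibition above a per-campaign cutoff equal to the mean of compounds falling between control-based bounds plus 3 SD, cut at about 20% in these data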;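 further: 0% = DMSO wells while the 100% control is not disclosed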
ASAP1 GAP inh – inhibitors of human ASAP1 ArfGAP activity, primary screen, biochemical, fluorescence polarization; ASAP1-stimulated ARF1 GTP hydrolysis, GDP FP detection; inhibition, % at 16.5 µM; 360,000 compounds, 0.19% hits; AID 624377, 2012; in the data active means inhibition above about 25%;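 further: 0% = vehicle with enzyme and substrate and 100% = no enzyme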
LEDGF integ inh – blockers of LEDGF/p75-dependent integrase strand transfer – biochemical, TR-FRET, high throughput, primary screen | HIV-1 integrase (with human LEDGF/p75) | TR-FRET IN-LEDGF/p75 DNA integration, Eu/Cy5 | inhibition, % at 3.7 µM | 370,000 compounds, 0.64% hits;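 active means inhibition above the screen-wide mean plus 3 SD, cut at about 13% in these data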;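 further: signal is the Cy5 over europium emission ratio at 671 and 618 nm; 0% = plate median of compound wells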
ADAM17 inh – ADAM17 inhibitors, primary screen, biochemical, QFRET | recombinant ADAM17, EDANS/DABCYL FRET peptide cleavage | inhibition, % at 6.95 µM | 370,000 compounds, 0.83% hits;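 active means inhibition above the mean of compounds lying between control limits plus 3 SD, set per campaign, cut at about 8.5% in these data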;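 further: 0% = DMSO-only wells as the low control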
Target sequence (P78536 215-824 limits assumed): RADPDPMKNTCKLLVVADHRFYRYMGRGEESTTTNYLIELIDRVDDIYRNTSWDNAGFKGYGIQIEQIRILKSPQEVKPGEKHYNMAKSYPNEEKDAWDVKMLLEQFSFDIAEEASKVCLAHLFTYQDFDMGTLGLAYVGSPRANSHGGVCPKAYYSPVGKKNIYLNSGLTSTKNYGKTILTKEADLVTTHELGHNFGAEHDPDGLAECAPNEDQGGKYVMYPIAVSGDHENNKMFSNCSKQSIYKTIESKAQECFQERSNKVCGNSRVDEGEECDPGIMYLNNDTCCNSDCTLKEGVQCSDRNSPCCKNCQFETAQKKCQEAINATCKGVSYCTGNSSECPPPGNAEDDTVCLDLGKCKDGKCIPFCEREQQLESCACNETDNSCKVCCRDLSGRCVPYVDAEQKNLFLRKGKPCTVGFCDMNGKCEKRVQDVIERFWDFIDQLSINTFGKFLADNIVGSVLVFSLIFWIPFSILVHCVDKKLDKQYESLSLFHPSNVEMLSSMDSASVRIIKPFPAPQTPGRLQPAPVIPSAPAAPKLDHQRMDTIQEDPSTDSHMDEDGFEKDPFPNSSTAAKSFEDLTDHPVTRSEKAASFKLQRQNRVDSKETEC
DDE Tn7 FP inh – inhibitors of Tn7 peptide binding to fibrin DD(E), primary screen, biochemical, fluorescence polarization, human fibrin, Tn7 probe; inhibition, % at 8.3 µM; FP displacement of FITC-Tn7 peptide from fibrin DD(E); 0% = median of compound wells per plate; 370,000 compounds, 0.13% hits; AID 720508, 2013;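 active means inhibition above the mean of compounds falling within the control limits plus 3 SD of them, cut at about 14% in these data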;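 further: 0% = plate median of compound wells and 100% = 10 µM Aha-Tn7 peptide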
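Test system – human fibrin DD(E) · Times – 10 min preincubation, 3 h with tracer, room temperature · Detection – fluorescence polarization of the labelled Tn7 tracer · Measure – percent inhibition normalized to high-control wells · Benchmarks – high control wells with 10 µM unlabelled Aha-Tn7 peptide (full inhibition) · Repeats – singlicate testing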
PLC-gamma1 inh – PLC-gamma1 enzyme inhibitors, primary screen, biochemical, fluorescence, purified enzyme; 1-phosphatidylinositol 4,5-bisphosphate phosphodiesterase gamma-1 (Homo sapiens), P19174; fluorogenic substrate; inhibition, % at 12.2 µM; 370,000 compounds, 0.84% hits; AID 720700, 2013; in the data active means inhibition above about 9.5%
Active calls of the source: *; i = inactive.

Preview (2 entries):
cpd | structure | ARFGAP1 inh | Tn6 DDE FP | KLK7 zymogen act | TDP2 absorb | ADAM10 inh | ASAP1 GAP inh | LEDGF integ inh | ADAM17 inh | DDE Tn7 FP inh | PLC-gamma1 inh
1 | CC(C)(C)NC(=O)C[C@H]1C[C@H](C(=O)N2CCCCC2)[C@@]2(CCc3ccccc3)c3[nH]c4cc(-c5ccco5)ccc4c3CCN2C1=O | 3.2 | 3.5 | -17.5 | -1.8 | -471.3 | -8.3 | 1.5 | -139.6 | 0.8 | i
2 | CC(NC(=O)CCc1c[nH]c2ccccc12)c1ccccc1 (configuration not stated) | -4.9 | 2.1 | 0.1 | -3.3 | 11.6 | 1.0 | 2.3 | -1.3 | 3.8 | 0.6

This part in full, repeating the preview:
cpd | structure | ARFGAP1 inh | Tn6 DDE FP | KLK7 zymogen act | TDP2 absorb | ADAM10 inh | ASAP1 GAP inh | LEDGF integ inh | ADAM17 inh | DDE Tn7 FP inh | PLC-gamma1 inh
1 | CC(C)(C)NC(=O)C[C@H]1C[C@H](C(=O)N2CCCCC2)[C@@]2(CCc3ccccc3)c3[nH]c4cc(-c5ccco5)ccc4c3CCN2C1=O | 3.2 | 3.5 | -17.5 | -1.8 | -471.3 | -8.3 | 1.5 | -139.6 | 0.8 | i
2 | CC(NC(=O)CCc1c[nH]c2ccccc12)c1ccccc1 (configuration not stated) | -4.9 | 2.1 | 0.1 | -3.3 | 11.6 | 1.0 | 2.3 | -1.3 | 3.8 | 0.6
3 | COc1ccc(C(=O)NCCNc2ccc([N+](=O)[O-])cc2)cc1 | 4.7 | 1.7 | -0.1 | 6.7 | 4.9 | -4.9 | 1.2 | 1.6 | 4.5 | 4.7
4 | O=C(CNC(=O)N1CC(=O)Nc2ccccc21)Nc1ccccc1 | 7.1 | 1.8 | -0.2 | -2.6 | -10.5 | 3.7 | -6.7 | -0.9 | -0.9 | -4.9
5 | COc1ccc2c(c1)CC=C1C2CCC2(C)C(=O)C(=NO)CC12 (configuration not stated) | -3.9 | 0.2 | 0.4 | -7.2 | 2.3 | -20.1 | 1.8 | 7.0 | -13.0 | 4.5
6 | NC(=O)c1ccc(NC(=O)c2ccc3c(c2)CCN3S(=O)(=O)c2ccccc2)cc1 | -9.5 | 5.0 | -0.9 | -8.9 | -1.0 | 4.4 | -1.2 | -1.6 | 3.1 | -3.5
7 | CNc1nc(SCc2ccccc2)nc(N2CCOCC2)n1 | -16.9 | -0.8 | -0.2 | 0.9 | -2.1 | 7.2 | -0.6 | -3.4 | 3.7 | 2.9
8 | Cc1ccc(-n2nc(-c3ccc(N)cc3)cc2N)cc1 | -8.2 | -0.4 | -0.7 | 9.8 | -7.8 | 3.1 | -3.5 | -4.0 | 7.7 | -13.8
9 | O=C(CN(CC1CCCO1)C(=O)CNS(=O)(=O)c1ccc(Cl)cc1)NCc1ccccc1 (configuration not stated) | 8.9 | 2.9 | 0.0 | -4.1 | 3.3 | -2.9 | 2.2 | -1.1 | -4.7 | 2.6
10 | CC(C)(C)NC(=O)CSc1nnc(C2CC2)n1-c1ccccc1 | 8.6 | 2.7 | 0.1 | 7.9 | 0.3 | -12.0 | 0.0 | -0.9 | -8.7 | 0.1
11 | C=CCNC(=O)/C(C#N)=C/c1c(N2CCCCCC2)nc2ccccn2c1=O | 8.0 | -4.9 | 4.6 | -2.6 | i | 4.2 | 2.1 | -301.9 | 5.7 | -154.7
12 | CC(C)CC(NC(=O)c1cccc(Cl)c1)C(=O)O (configuration not stated) | 1.3 | -7.5 | 0.9 | -4.3 | 0.0 | 3.5 | -6.3 | -1.9 | 7.1 | 3.8
13 | O=[N+]([O-])c1cc2c(cc1CN1CCN(CCOCCO)CC1)OCO2 | -4.3 | 5.0 | 1.6 | 10.2 | -11.9 | 4.4 | 1.3 | -6.9 | 1.4 | -4.0
14 | CC1(C(=O)NCc2cccc(C(F)(F)F)c2)CCN1CCc1ccccc1 (configuration not stated) | 1.0 | 6.1 | -0.6 | -8.7 | -5.5 | -3.0 | -3.2 | -0.4 | 4.3 | 0.5
15 | Cc1[nH]c(C(=O)N/N=C/c2ccc(N(C)C)cc2)c(C)c1C(=O)N/N=C/c1ccc(N(C)C)cc1 | 6.8 | -13.9 | -4.4 | -4.3 | -357.6 | 4.1 | 1.9 | -120.4 | 0.0 | -216.8
16 | CN(Cc1cnccn1)C(=O)C1CCC(=O)N(CCc2ccccc2)C1 (configuration not stated) | -9.5 | -3.9 | -0.3 | -13.2 | 4.1 | -2.5 | 1.2 | -1.0 | 1.9 | 6.1
17 | CC(Oc1ccc(Cl)cc1Cl)C(=O)NN=C1CCN(C)CC1 (configuration not stated) | -3.9 | 0.2 | -0.1 | 6.9 | 2.9 | 5.2 | -2.5 | 2.0 | -4.1 | 0.1
18 | CC1(C(=O)NS(=O)(=O)Cc2cccc(Cl)c2)CCN1C(=O)CC1CCCC1 (configuration not stated) | 3.7 | 9.3 | 0.5 | 4.3 | -1.5 | -13.5 | 3.4 | -3.3 | -0.2 | -1.1
19 | COc1cc(/C=C(\C#N)C(=O)NCC2CCCO2)ccc1OCC(=O)O (configuration not stated) | -2.2 | -2.5 | 2.1 | 4.3 | -19.5 | 2.0 | -3.6 | -10.2 | 2.5 | -11.9
20 | CCN1C[C@@H]2[C@@H]3C(=O)N(Cc4ccccc4)C(=O)[C@@H]3[C@](Cc3ccccc3)(C(=O)OC)N2C1=NC | -0.1 | -0.9 | 0.4 | 1.3 | -5.1 | -10.4 | -2.5 | -1.8 | 4.1 | -1.1
21 | CCC(C)(C)NC(=O)C(c1ccc(C)cc1)N(Cc1cccs1)C(=O)c1ccc2c(c1)OCCO2 (configuration not stated) | -5.2 | -2.6 | 0.0 | 9.8 | 5.4 | 13.3 | 1.3 | 0.7 | -2.0 | 4.2
22 | Cn1c(-c2ccccc2)c(C(=O)CC#N)c2ccccc21 | 8.7 | -6.5 | -0.8 | -7.4 | -19.6 | 3.3 | 5.4 | -1.9 | -4.4 | -12.1
23 | CCN(C(=O)COC(=O)c1nc2nc(C)cc(C)n2n1)C1CCCCC1 | -0.7 | -2.2 | -0.9 | 5.3 | -0.6 | -0.2 | 3.4 | -0.3 | -1.8 | -1.7
24 | CC(=O)Oc1ccc(C(=O)N2c3ccccc3NC(=O)C2C)cc1 (configuration not stated) | 5.9 | 2.8 | -0.2 | -1.4 | -6.6 | -0.3 | -0.9 | -5.2 | -0.7 | -0.9
25 | CC1(C)CC(NCc2ccccc2)CCO1 (configuration not stated) | -11.5 | 2.7 | 0.3 | -9.8 | 13.0 | 5.7 | 8.8 | 2.9 | -2.5 | 6.0
26 | Nc1nc(N)c2c(n1)CCCC2 | 13.9 | 0.3 | 0.7 | 6.4 | 6.0 | 2.2 | 3.7 | -3.7 | -2.4 | 1.3
27 | CCc1ccc(N2CC34C=CC(O3)C(C(=O)OC)C4C2=O)cc1 (configuration not stated) | 7.8 | -2.3 | 0.1 | 0.5 | -2.9 | -4.8 | 3.6 | -2.1 | -1.6 | 0.4
28 | Cc1ccc(-c2nn(CC(=O)Nc3ccc4c(c3)nc3n4CCOC3)c(=O)c3ccccc23)cc1 | -5.1 | 6.8 | -0.2 | -0.9 | 9.3 | -3.3 | -0.9 | -2.5 | 2.0 | 6.7
29 | Cc1ccc(NC(=O)CCC(=O)n2nc(C)cc2C)c(C)c1 | -2.2 | 3.8 | -0.5 | 1.9 | 0.4 | 2.1 | 1.9 | -0.8 | -5.6 | 2.2
30 | Cc1nc(N)ncc1-c1ccc2c(c1)OCO2 | 7.0 | -1.2 | 0.2 | -10.1 | 0.9 | -0.5 | 4.4 | 0.5 | 0.1 | 5.6
31 | Cc1cccc(N2CCN(C(=O)CSc3ccsc3[N+](=O)[O-])CC2C)c1 (configuration not stated) | 0.6 | 7.0 | 0.7 | 0.7 | -2.5 | 4.6 | 1.3 | -3.7 | 0.7 | 0.8
32 | Cc1ccc2nc(-c3cc(-c4ccccc4)no3)cn2c1 | 8.7 | -2.9 | -1.5 | 5.3 | -14.0 | 7.8 | -0.6 | -8.3 | -4.4 | -1.2
33 | S=C(NCCc1ccccc1)Nc1c(Cl)cccc1Cl | 2.7 | -0.2 | -0.5 | -3.8 | 1.9 | -4.3 | -1.3 | 0.2 | -2.1 | 1.8
34 | O=C(CCNC(=O)c1ccc(Br)cc1)NCCCN1CCCC1=O | 5.8 | 3.8 | -0.9 | -7.0 | -22.7 | -11.9 | -1.4 | -1.1 | -0.8 | 5.9
35 | CN(C)/C=N/c1nc2nccc(-c3ccccc3)n2n1 | 9.6 | 1.5 | 12.4 | -3.8 | -236.2 | 2.1 | -2.5 | -58.3 | -1.1 | -124.7
36 | Cc1cccc(CSc2ncnc3nc[nH]c23)c1 | 13.8 | -4.3 | -0.2 | -10.7 | -18.7 | 3.8 | -1.1 | -6.3 | 8.0 | 1.0
37 | O=[N+]([O-])c1cccc(-c2nnc(C34CC5CC(CC(C5)C3)C4)o2)c1 | 1.1 | 0.6 | 1.1 | 5.5 | -5.8 | 2.4 | -3.0 | -1.0 | 3.3 | -1.7
38 | O=C(Cc1ccccc1)c1c[nH]c(C(=O)NC2CCCC2)c1 | 2.8 | -3.9 | -0.3 | -2.4 | 0.3 | 9.8 | 6.3 | 0.8 | -7.0 | 0.2
39 | CCOC(=O)c1cnn(-c2ccccc2)c1-n1cccc1C(=O)C(=O)Nc1ccc(F)cc1 | 12.7 | 1.3 | 0.1 | -1.7 | 7.0 | -3.0 | 4.3 | 6.2 | -2.0 | 0.5
40 | CCC(=O)Nc1ccc(Cl)c(NC(=O)C(C)C)c1 | -6.3 | 6.7 | 0.8 | -3.6 | -4.0 | -2.6 | 0.0 | -1.8 | -10.2 | 0.5

An unsorted share of the library; overall some 4.2% were active at least once.
